# High-throughput results as filed in PubChem.
# RT RNaseH block: inhibitors of HIV-1 reverse transcriptase RNase H; P04585; 1.9% of 65,000 active; inhibition, % at 10 µM; AID 565; RT-RNase H RNA/DNA duplex cleavage, fluorescence; in the data active means inhibition above about 50%
# RmlCD inh mix: mixture blocks RmlC and RmlD coupled enzyme activity. RmlC/RmlD coupled enzyme inhibition, 384-well mixture HTS. inhibition, % at 5.5 µM. 0.39% of 110,000 active. AID 1532; in the data active means inhibition above about 30%, passing the limit was not always enough; inconclusive means no clear call, values can overlap the other calls; further: strong numbers were not always called active
# * hit, by the source's call; ? = inconclusive; / = not tested or not shown. These rows are one share of the data; the hit share may differ from the screen's.
SMILES,RT RNaseH block,RmlCD inh mix
COC(=O)C1=C(C)NC(C)=C(C(=O)OC)C1/C=C/c1ccccc1,/,2
NC(=O)C1CCN(CC(=O)NCc2ccccc2)CC1,/,-29
COc1ccc(N/C=C(\C#N)c2nc3ccccc3n2C)c(OC)c1,-19,-11
COc1ccc(C2CC(=O)c3c(C)nc(N4CCN(Cc5ccccc5)CC4)nc3C2)cc1OC (stereo not given),17,-6
CCC(C)C(NC(=O)c1ccccc1NC(=O)c1ccc(OC)cc1)C(=O)NCc1ccco1 (stereo not given),55*,-9
O=C(COC(=O)C1CCC1)Nc1ccc(OC(F)F)cc1,-6,/
CCN(c1ccccc1)S(=O)(=O)c1ccc(F)c(C(=O)O)c1,9,0
C[C@@H]1CC=C[C@H]2[C@H]1C(=O)N(Cc1ccccc1)[C@H]2c1ccc(-c2ccoc2)cc1F,/,-13

# Fetched one by one from above, three records:
SMILES,RT RNaseH block,RmlCD inh mix
O=C(COC(=O)C1CCC1)Nc1ccc(OC(F)F)cc1,-6,/
COc1ccc(C2CC(=O)c3c(C)nc(N4CCN(Cc5ccccc5)CC4)nc3C2)cc1OC (stereo not given),17,-6
COC(=O)C1=C(C)NC(C)=C(C(=O)OC)C1/C=C/c1ccccc1,/,2

# Later entries.
SMILES,RT RNaseH block,RmlCD inh mix
CCOc1ccc2nc(NC3=NC(C)(C)C=C(C)N3)nc(C)c2c1,/,?
Cc1nc(NS(=O)(=O)c2ccc(Br)cc2)c2c3c(sc2n1)CCC3,/,-49
COc1ccc(S(=O)(=O)NCCSc2ccc(C)cc2)cc1OC,-65,14
C=C(C)Cn1c(-c2ccccc2)nc2ccccc21,-88,-12
COCCSc1nc2sc3c(c2c(=O)n1-c1ccccc1)CCN(C)C3,/,-6
CCOc1cc(S(=O)(=O)Nc2ccccc2CC)ccc1Cl,/,96
Cc1cc(C)n2nc(SCC(=O)N/N=C/c3ccc(F)cc3)nc2n1,/,-7
C/C(=N\NC(=O)CSCc1ccccc1Cl)c1cccc(NC(=O)c2ccccc2)c1,/,-3

SMILES,RT RNaseH block,RmlCD inh mix
CCn1nc(C)c(/C=C2\CCCC3=C2OC(N)=C(C#N)C3c2c(C)nn(CC)c2C)c1C (stereo not given),-1,4
CCOC(=O)c1cc2n(n1)C(C(F)(F)C(F)(F)F)CC(C)N2 (stereo not given),7,-8
O=C(CCS(=O)(=O)Cc1ccc(Cl)cc1)NCCCN1CCN(c2ccccc2F)CC1,/,2
N=c1nc(N)nc2n1NC(c1ccc(F)cc1)=CS2,-3,5
CC1(C)C(=O)C2(C(=O)NCc3ccccc3)CCC1C2 (stereo not given),-5,4
O=C(NCc1ccccc1)c1cc(-c2cccs2)on1,5,-12
Cc1nc2ccccn2c1-c1nnco1,-7,7
COc1ccccc1N1CCN(C(=O)CSc2nc(C)c(Cc3ccccc3)c(=O)[nH]2)CC1,-16,-119

SMILES,RT RNaseH block,RmlCD inh mix
CON(C)c1nc(OCCNC(=O)OCc2ccc(Cl)cc2C)nc(N(C)C)n1,/,-1
c1ccc(-c2cc(-c3nnc4sc(-c5ccccn5)nn34)[nH]n2)cc1,9,/
CN(C)/C=N/C(=S)Nc1ccccc1F,/,-41
COc1cc(C2C(C(=O)OCCC#N)=C(C)NC3=C2S(=O)(=O)c2ccccc23)cc(OC)c1OC (stereo not given),/,-56
COC(=O)C1=C(C)NC(C)=C(C(=O)OC)C1c1cn(-c2ccccc2)nc1-c1ccco1,-1,-4
Cc1cc(C)n2[nH]c(=O)c(N=Nc3ccccc3)c2n1,/,-4
CNC[C@H](O)c1ccc(O)c(O)c1,/,-10
N#Cc1c(Nc2ccccc2)c(C=NCCN2CCOCC2)c[nH]c1=O,-11,-7

SMILES,RT RNaseH block,RmlCD inh mix
CCOc1ccc(NC(=O)c2ccc(C#CC(C)(C)O)cc2)cc1,/,1
O=C(NCc1ccc2c(c1)OCO2)C1CCN(c2ncccn2)CC1,-5,7
CN1CCN(CP(=O)(N2CCOCC2)N2CCOCC2)CC1,1,-6
O=C(NCC(=O)N(CC1CCCO1)C(C(=O)NC1CCCC1)c1ccc(F)cc1)c1ccco1 (stereo not given),-2,-8
CCCCCSc1nc2c(c(=O)[nH]c(=O)n2C)n1CC,73*,-3
NCCCC[C@@H](C(=O)N1CCNCC1)n1cc([C@@H](N)CO)nn1,/,-8
Cc1ccc2c(c1)C(O)(c1c(C)[nH]c3ccccc13)C(=O)N2 (stereo not given),-2,1
O=C1N(CN2CCOCC2)c2ccccc2C1(O)c1c[nH]c2ccccc12 (stereo not given),-8,-13

SMILES,RT RNaseH block,RmlCD inh mix
Cc1ccccc1Cn1nnc(-c2ccc3c(c2)OCO3)n1,/,9
CCC[C@@H]1C[C@@]1(CCC)[C@@H](NP(=O)(c1ccccc1)c1ccccc1)c1ccc(C(=O)OC)cc1,/,-3
O=C(CN1C(=O)CSC1=O)Nc1ccc(F)c(F)c1F,-29,10
CCOc1ccc(N2C(=O)c3cccnc3C2Nc2ccc(Cl)cc2)cc1 (stereo not given),20,-5
COc1cc(OC)cc(-c2nnc(SCc3cccc(C(=O)O)c3)o2)c1,/,-4
CCOc1ccc2nc(N3CCCC(C(=O)N4CCN(CC)CC4)C3)sc2c1 (stereo not given),0,-9
CC(C)Oc1ccc(C(CC(=O)O)NC(=O)c2cccs2)cc1 (stereo not given),/,6
CCS(=O)(=O)Nc1cccc(C(=O)CC2(O)C(=O)Nc3ccccc32)c1 (stereo not given),-3,-18

SMILES,RT RNaseH block,RmlCD inh mix
CCC(C)NC(=O)Cn1nc(C(F)(F)F)c2c1CCCC2 (stereo not given),/,8
Cc1cccc(C)c1NC(=O)CCS(=O)(=O)c1cccc2nsnc12,/,9
O=C1CC(c2cccs2)c2cc3c(cc2N1)OCO3 (stereo not given),0,-12
O=c1[nH]c(Nc2nc3ccccc3o2)nc2c1CCCC2,-11,-19
COC(=O)c1ccccc1NC(=O)Cn1ccnc1,-1,-8
CCOC(=O)N1CCN(C(=O)c2ccc3nc4ccsc4c(=O)n3c2)CC1,-9,/
O=C(Nc1cc2ccccc2oc1=O)C1CCCCC1,/,-9
NC(=O)[C@@H]1CCCNc2c(F)cc([N+](=O)[O-])cc2C(=O)N[C@@H](CO)C(=O)N[C@@H](Cc2ccc(O)cc2)C(=O)N1,/,-5

SMILES,RT RNaseH block,RmlCD inh mix
Cc1ccc2c(c1)COc1c3ccc(C(=O)N4CCOCC4)cc3nn1-2,/,85
COc1cc2ccccc2cc1C(=O)N1CCN(C)CC1,2,8
CCCCc1cc2c(cn1)=C(OC(=O)c1cnc3ccccc3n1)C(C)(OC(=O)CC)C(=O)C=2 (stereo not given),/,6
CCOCCCNC(=O)c1cc(C)nn1-c1ccccc1,-10,6
Cc1ccc(NC(=O)CSc2nnc(-c3ccc(S(=O)(=O)N4CCCC4)cc3)o2)cc1C,70*,10
COc1nc(NC(C)(C)C)nc(Oc2ccc(=O)n(C)n2)n1,-3,-2
O=S(=O)(NCCSc1ccc(Cl)cc1)c1ccc2c(c1)OCCO2,-39,-8
O=C(Nc1ccc(Cl)cc1C(=O)O)c1ccc2c(c1)C(=O)N(Cc1ccco1)C2=O,39,/

SMILES,RT RNaseH block,RmlCD inh mix
Cc1ccc2c(c1)C1CN(C)CCC1N2C(=O)Cn1nnc(-c2ccccc2F)n1 (stereo not given),7,-1
O=C(c1cccs1)N1CCN(S(=O)(=O)N2CCCCC2)CC1,-8,2
CCCN1C(=O)C2C(C(=O)Nc3cccc(OC)c3)C3C=CC2(O3)C1C(=O)NC1CCCCC1 (stereo not given),7,5
O=S(=O)(c1ccc2c(c1)N(Cc1ccc(Cl)cc1)C1CCCN21)N1CCOCC1 (stereo not given),/,-7
CC(C)NC(=S)N/N=C1\CCCCC1C1CCCCC1 (stereo not given),/,2
CN(C(=S)NC(=O)CCCOc1ccc(Cl)cc1Cl)c1ccccc1,/,8
COc1ccc(S(=O)(=O)N2CCN(C(=O)NC3CCCCC3)CC2)cc1OC,-8,-2
COc1cc(S(=O)(=O)N2CCC(C(N)=O)CC2)c(C)cc1C,-14,-12

SMILES,RT RNaseH block,RmlCD inh mix
COCCOC(=O)C1=C(C)OC(N)=C(C#N)C1c1ccc2c(c1)OCO2 (stereo not given),-10,/
O=[N+]([O-])c1cccc(-n2nnnc2CN2CCCCCC2)c1,/,-6
COC(=O)c1cc(C#N)c(Oc2ccc(OC)cc2)nc1C,/,-11
Cc1ccc(C(=O)Nc2ccc(S(=O)(=O)NCc3ccco3)cc2)cc1,/,9
Cc1cc(C)nc(N2C(=O)CC(Cc3ccccc3)C2=O)n1 (stereo not given),-1,5
O=C(CCN1CCCCC1)Nc1cccc(Cl)c1,-11,8
CCCOc1ccc(/C(O)=C2/C(=O)C(=O)N(CCCOC)C2c2ccncc2)cc1 (stereo not given),-4,-3
C=CCNC1=C(Cl)C(=O)N(c2cccc(Cl)c2Cl)C1=O,/,-9

# Record cards, as listed above:
# Listed for Cc1cc(C)nc(N2C(=O)CC(Cc3ccccc3)C2=O)n1 (stereo not given) → RT RNaseH block = -1; RmlCD inh mix = 5
# Listed for C=CCNC1=C(Cl)C(=O)N(c2cccc(Cl)c2Cl)C1=O → RT RNaseH block = /; RmlCD inh mix = -9
# Listed for Cc1ccc(C(=O)Nc2ccc(S(=O)(=O)NCc3ccco3)cc2)cc1 → RT RNaseH block = /; RmlCD inh mix = 9

# Continued:
SMILES,RT RNaseH block,RmlCD inh mix
O=[N+]([O-])c1cn(-c2nc(-c3ccco3)cc(C(F)(F)F)n2)cn1,/,13
COc1c(C(=O)Nc2c(C)n(C)n(-c3ccccc3)c2=O)ccc2ccccc12,-1,9
CCc1nnc(NC(=O)c2ccc3c(c2)C(=O)N(CC(C)C)C3=O)s1,/,14
CCn1c(SCC(=O)Nc2ccccc2)nnc1C1CCCCC1,/,12
O=C1C(C=NCc2ccco2)=C(O)c2ccccc21,8,/
O=C(Nc1cccc(NC(=O)c2ccccc2[N+](=O)[O-])n1)c1ccccc1[N+](=O)[O-],/,-19
O=C(CSc1nnnn1C1CCCCC1)N1CCc2ccccc21,2,-11
COCCNC(=O)C(=O)Nc1cccc(Br)c1,/,15

SMILES,RT RNaseH block,RmlCD inh mix
CCCc1cc(=O)[nH]c(SCC(=O)c2cc(C)n(CCC)c2C)n1,/,-4
CC1CC(C)CN(c2oc(-c3ccco3)nc2C#N)C1 (stereo not given),-23,/
Clc1ccsc1-c1csc(-c2cccnc2)n1,/,-1
COc1cccc2c1OC1(C)CC2NC(=O)N1Cc1ccccc1 (stereo not given),/,-7
CN(C)CCNC(=O)Nc1ccc(Cl)c(Cl)c1,/,-3
COc1ccc(O)c(CN2CCN(C/C=C/c3ccccc3)CC2)c1,0,17
CCOc1ccc(-n2c(-c3ccoc3)nc3ccccc3c2=O)cc1,/,-6
Cn1cc(C(=O)NCC2COc3ccccc3O2)c(=O)c2cc(S(=O)(=O)N3CCCCC3)ccc21 (stereo not given),/,4

SMILES,RT RNaseH block,RmlCD inh mix
COC(=O)C1CCN(C(=O)NC(C)(C)C)CC1,2,-1
N#CC(C(=O)NCCc1ccccc1)c1nc2ccccc2nc1N1CCCCC1 (stereo not given),33,/
O=C(NCC1c2ccccc2CCN1C(=O)CN1CCOCC1)C1CCCCC1 (stereo not given),-4,5
Cn1cccc1C1NC(=O)c2c(sc3c2CCC(C(C)(C)C)C3)N1 (stereo not given),60*,72
CCc1nc(OCc2ccccc2)c2sc3nc4c(cc3c2n1)COC(C)(C)C4,/,-16
CC1=C(C(=O)Nc2ccccc2C)C(c2ccc(C)o2)N2C(=O)CSC2=N1 (stereo not given),4,-25
O=C(Nc1nnc(-c2ccco2)s1)C1CCN(S(=O)(=O)c2ccc(Cl)cc2)CC1,-7,4
COc1ccccc1C1(O)CCN(CC(=O)Nc2c(C)nn(C)c2C)CC1,-6,8

SMILES,RT RNaseH block,RmlCD inh mix
CCOC(=O)c1ccc(NC(=O)CSc2nnc(COc3ccccc3OC)n2CC)cc1,4,-2
Cc1cc2nc(C3CCCN(C(=S)Nc4ccccc4)C3)[nH]c2cc1C (stereo not given),/,-5
Cc1cc(C)c2nc(SCC(=O)N3CCCCC3)c(C#N)cc2c1,1,13
O=C(NCCN1CCOCC1)c1ccc2c(c1)N(Cc1ccccc1F)C(=O)CS2,-5,/
CC(=O)Oc1cccc(N2C(=O)C3C(C2=O)C2C=CC3C23CC3)c1 (stereo not given),3,-11
COc1ccc2c(c1OC)C(=O)N(c1cccc(C)c1)C2=O,-3,-14
CC(=O)Nc1c(C(=O)O)[nH]c2ccccc12,-3,-5
COc1ccc(-n2c(SCC(=O)Nc3nccs3)nnc2-c2ccoc2C)cc1,/,1

SMILES,RT RNaseH block,RmlCD inh mix
Oc1c(C(Nc2nc3ccccc3s2)c2ccco2)ccc2cccnc12 (stereo not given),13,-25
COc1ccc(C(=O)Nc2nncs2)cc1S(=O)(=O)N1CC(c2ccccc2)CC1=O (stereo not given),10,-5
Cc1ccc(-n2nnnc2SCC(=O)N2CCCCC2)cc1,/,-15
O=C(CCN1CCOCC1)Nc1ccccc1,/,-7
Cc1ccc(-c2cc(=O)[nH]c3ccccc23)cc1,/,15
COc1ccc(NC(=O)CSc2nc3ccccc3c(=O)n2CCNC(C)=O)cc1,-18,6
Nc1[nH]ncc1N=Nc1ccc(Cl)cc1,/,3
COc1ccc2[nH]c(C)c(CCN3CCC(=O)C(C)C3C)c2c1 (stereo not given),-10,7

SMILES,RT RNaseH block,RmlCD inh mix
NC(=O)CCc1c[nH]c2ccccc12,2,-14
Cc1cc(C(=O)CSc2nnc(-c3cccnc3)n2-c2ccccc2)c(C)n1CC1CCCO1 (stereo not given),/,8
O=C(Nc1ccc(N2CCOCC2)c(Cl)c1)c1c(F)c(F)c(F)c(F)c1F,-1,-15
COc1ccccc1-c1ccc(NC2CCCC2)nn1,/,11
